Screening data deposited in PubChem by several laboratories.
Vif inh – HIV Vif inhibition. 340,000 tested, 0.35% active. AID 602346. inhibition, % at 7.49 µM. HEK293T cells, Vif self-association by quenched fluorescence, imaging, 24 h; in the data active means inhibition above about 50%, passing the limit was not always enough; further: some results filed as inactive read as strong as hits
NR2F2 inh – inhibitors of human COUP-TFII (NR2F2). HEK293T NGFI-A luciferase reporter, luminescence. AID 686940. 370,000 tested, 0.7% active. inhibition, % at 8.6 µM;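 active means inhibition above a per-plate cutoff, mean inhibition of test wells between control levels plus 3 SD, cut at about 38% in these data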;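 further: cells cotransfected with COUP-TFII expression vector driving the NGFI-A reporter; 0% = median of COUP-TF2 test wells and 100% = reporter-only cells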
SRC2 inh – inhibits human steroid receptor coactivator 2 | inhibition, % at 9 µM | AID 651957 | Q15596 | HEK293 GAL4-SRC2 luciferase reporter, luminescence | 370,000 tested, 0.17% active;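 active means inhibition above the mean inhibition of all tested compounds plus 3 SD, set per campaign, cut at about 52% in these data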;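 further: 0% = DMSO treated cells and 100% = cells given Gossypol at 36 µM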
NR5A2 inv ag – inverse agonists of human LRH-1 (NR5A2). O00482. HEK293T StAR-luciferase reporter, LRH-1 transfected, 24 h. inhibition, % at 3.6 µM. 360,000 tested, 0.13% active. AID 602396;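 active means inhibition above the mean inhibition of all tested compounds plus 3 SD, cut at about 73% in these data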;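 further: 0% = DMSO wells and 100% = reporter-only cells lacking LRH-1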
C8 TRAIL sens – caspase-8 TRAIL sensitization; NB7+C8 cells + TRAIL, ATPlite viability luminescence; inhibition (viability loss, TRAIL sensitization), % at 10 µM; 360,000 tested, 1% active;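 active means compounds causing at least 50% loss of cell viability in the single-dose screen, relative to plate controls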
SRC1 inh – inhibitors of human steroid receptor coactivator 1 (SRC1). 360,000 tested, 0.12% active. inhibition, % at 3.6 µM. AID 588354. Q15788. HEK293 GAL4-SRC1 luciferase reporter, luminescence;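 active means inhibition above the campaign mean plus 3 SD, with each screening campaign given its own cutoff, cut at about 60% in these data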;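 further: 0% = DMSO treated cells and 100% = gossypol at 36 µM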
EBV LMP1 NFkB – reduces LMP1-driven NF-kappaB luciferase signal. LMP1-induced NF-kappaB luciferase reporter cells, luminescence. inhibition, % at 12.5 µM. 350,000 tested, 0.69% active; in the data active means inhibition above about 41%;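 further: 0% = neutral control wells and 100% = reference inhibitor control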
TROY signal inh – inhibitors of TROY-dependent NF-kB signaling | Q293 LMP1-TROYcd NF-kB luciferase reporter, 4 h | inhibition, % at 10 µM | 360,000 tested, 0.98% active | AID 1347056;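 active means compounds whose plate-normalised and pattern-corrected inhibition of the luciferase reporter signal at the single screening dose is 50% or more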
TLR9-MyD88 block – TLR9-MyD88 interaction inhibition; CHO BLA complementation TLR9-MyD88, CCF4 FRET ratio; inhibition, % at 4.98 µM; 340,000 tested, 0.21% active; Q9NR96+Q99836;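 active means inhibition above the mean over all tested compounds plus 3 SD, cut at about 21% in these data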;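 further: 0% = DMSO only wells and 100% = clavulanate BLA inhibitor control wells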
Target sequence (Q99836 whole entry, looked up): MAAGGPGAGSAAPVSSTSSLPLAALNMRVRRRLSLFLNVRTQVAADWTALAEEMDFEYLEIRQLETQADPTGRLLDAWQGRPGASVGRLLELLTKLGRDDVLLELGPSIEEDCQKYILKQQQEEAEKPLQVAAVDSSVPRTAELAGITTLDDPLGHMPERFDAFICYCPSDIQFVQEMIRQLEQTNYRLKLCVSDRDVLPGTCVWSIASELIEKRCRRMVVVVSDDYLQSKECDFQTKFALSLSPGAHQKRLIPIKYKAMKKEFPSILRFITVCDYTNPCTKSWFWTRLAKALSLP
Target sequence (Q9NR96 whole entry, looked up): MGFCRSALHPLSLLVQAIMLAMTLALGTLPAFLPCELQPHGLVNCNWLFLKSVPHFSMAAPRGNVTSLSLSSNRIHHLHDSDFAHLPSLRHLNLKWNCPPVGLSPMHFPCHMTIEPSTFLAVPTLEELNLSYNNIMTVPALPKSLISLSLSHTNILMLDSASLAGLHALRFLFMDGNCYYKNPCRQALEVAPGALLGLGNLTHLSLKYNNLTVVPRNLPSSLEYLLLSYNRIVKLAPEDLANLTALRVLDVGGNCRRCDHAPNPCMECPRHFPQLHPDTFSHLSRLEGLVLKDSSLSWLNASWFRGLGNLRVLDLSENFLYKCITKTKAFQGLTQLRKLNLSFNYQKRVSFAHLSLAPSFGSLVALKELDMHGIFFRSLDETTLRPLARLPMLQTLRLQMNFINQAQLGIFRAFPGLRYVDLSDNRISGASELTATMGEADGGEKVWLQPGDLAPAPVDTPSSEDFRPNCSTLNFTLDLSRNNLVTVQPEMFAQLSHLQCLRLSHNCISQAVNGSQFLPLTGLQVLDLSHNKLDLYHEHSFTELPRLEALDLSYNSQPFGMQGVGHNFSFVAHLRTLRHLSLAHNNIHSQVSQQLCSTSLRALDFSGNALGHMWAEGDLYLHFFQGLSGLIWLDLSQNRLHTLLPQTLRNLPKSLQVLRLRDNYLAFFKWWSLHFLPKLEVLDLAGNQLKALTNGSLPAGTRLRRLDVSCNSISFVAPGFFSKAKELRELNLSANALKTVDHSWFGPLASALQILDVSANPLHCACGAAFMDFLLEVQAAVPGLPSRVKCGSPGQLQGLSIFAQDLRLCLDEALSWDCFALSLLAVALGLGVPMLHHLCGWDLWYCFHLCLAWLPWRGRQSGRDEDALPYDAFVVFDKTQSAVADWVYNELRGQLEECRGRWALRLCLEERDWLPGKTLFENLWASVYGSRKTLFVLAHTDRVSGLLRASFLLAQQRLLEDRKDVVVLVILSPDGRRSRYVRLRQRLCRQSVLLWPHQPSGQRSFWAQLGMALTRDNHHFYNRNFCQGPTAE
NOD2-RIPK2 inh – blocks binding of human NOD2 to RIPK2; CHO BLA complementation NOD2-RIPK2, CCF4 ratio; AID 624267; O43353; inhibition, % at 4.98 µM; 360,000 tested, 0.38% active; in the data active means inhibition above about 21%;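 further: 0% = vehicle only and 100% = reference blocker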
NCOA3 inh – inhibits human SRC3 coactivator; HEK293 GAL4-SRC3 luciferase reporter, luminescence; inhibition, % at 3.6 µM; 360,000 tested, 0.17% active;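 active means inhibition above a per-campaign cutoff, the mean of all compounds plus 3 SD, cut at about 60% in these data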;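 further: 0% = DMSO-treated cells and 100% = gossypol-treated cells at 36 µM; higher means less SRC3-driven luciferase light from the GAL4 reporter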
Starred values were filed as active, the others as inactive; nt = not tested or not shown. The list is partial. The share of hits here may be higher or lower than overall.

SMILES	Vif inh	NR2F2 inh	SRC2 inh	NR5A2 inv ag	C8 TRAIL sens	SRC1 inh	EBV LMP1 NFkB	TROY signal inh	TLR9-MyD88 block	NOD2-RIPK2 inh	NCOA3 inh
COc1cccc(OC)c1OCCN1CCN(C(c2ccccc2)c2ccccc2)CC1	-8	6	-2	8	16	6	-8	10	5	10	-13
O=C(Oc1ccc(C(=S)N2CCOCC2)cc1)c1ccccc1F	-4	0	-14	-11	-2	18	1	8	-1	-1	-15
Cc1nnc(C)n1/N=C/c1ccc2c(c1)OCCO2	9	-15	0	-3	-9	-15	-29	-5	0	2	2
CCOC(=O)CNC(=O)Cn1cnc2c(nnn2-c2ccc(F)cc2)c1=O	3	nt	nt	-3	-17	12	-4	6	5	1	10
COc1cc(C(=O)Oc2ccccc2/C=N/NC(=O)c2ccc(C)c(Cl)c2)cc(OC)c1OC	4	-7	-4	4	41	17	57*	1	-2	-6	17
O=c1ccc(S(=O)(=O)N2CCCC2)cn1Cc1nc(-c2ccccc2)no1	-3	5	10	-17	-2	1	-7	0	-4	-7	4
CC(C)CC1NC(=O)N(CC(=O)Nc2cc(S(=O)(=O)N3CCOCC3)ccc2Cl)C1=O (centres undefined)	0	-3	-15	5	11	-16	-4	-8	-23	2	19
CCCCCCCOc1ccc(OC(=O)c2cccnc2)cc1	nt	13	-30	0	4	-2	-20	-22	-2	3	-27
NC(=O)COC(=O)c1ccc(Oc2ccccc2)cc1	-4	-11	-4	6	-11	2	0	-6	2	4	-6
Cc1cccc(C(=O)O/N=C(\N)Cc2ccc([N+](=O)[O-])cc2)c1	5	6	-16	0	0	-17	-5	-21	0	4	-7
CCOc1ccc(NC(=O)c2ccc3c(c2)S(=O)(=O)N=C2CCCCCN23)cc1	-3	-8	-4	6	-13	11	7	7	1	6	1
O=C(O)c1cccc(S(=O)(=O)Nc2ccc3oc(=O)sc3c2)c1	-2	0	-16	19	2	7	-4	-1	-1	-2	-15
COc1cc2nc(CN3CCN(S(=O)(=O)c4ccc(Cl)cc4)CC3)[nH]c(=O)c2cc1OC	0	22	17	5	1	3	-7	7	0	-7	14
COc1ccc(/C=N/NC(=O)c2ccc3nc[nH]c3c2)cc1	-7	-18	-30	-30	15	-8	nt	-22	nt	-9	-6
COc1ccc(NC(=O)c2ccc(S(=O)(=O)N(C)C)cc2)cc1	15	-13	-8	-5	1	10	-3	-12	-2	-5	-13
CCOc1ccc(CCNC(=O)CCNS(=O)(=O)c2ccc3c(c2)CCN3C(C)=O)cc1OCC	-2	7	-3	-15	5	-41	-1	1	-4	5	23
O=C(CCCc1c[nH]c2ccccc12)N1CCOCC1	0	-18	-29	8	-8	-18	-14	-4	8	-5	3
Cc1cccc(NS(=O)(=O)c2ccc(C)c(C(=O)NCC(c3cccs3)N3CCOCC3)c2)c1 (centres undefined)	-4	13	10	-12	-2	3	-1	-4	2	-2	3
C#CCCOC(=O)N1C2=NC(C(=O)OC)=C(C(=O)OC)[C@@H]3N(C)c4ccccc4[C@]23C[C@H]1C(=O)OC	-1	7	7	-33	5	-8	6	-14	-6	-19	-10
COC(=O)c1cc2occc2n1Cc1nc(-c2ccccc2Cl)oc1C	nt	-12	-17	-2	4	2	-13	-23	-5	-3	-5
CCOC(=O)N1CCC(NC(=O)c2cc(C(=O)Nc3ccc(OC)c(OC)c3)ccc2CO)CC1	5	-26	-4	10	-5	-9	-7	5	-7	-8	-10
O=C(NCCC1CCCCN1S(=O)(=O)c1ccccc1)C(=O)Nc1ccccc1F (centres undefined)	2	-7	0	-6	-5	-65	4	-28	-1	4	-23
CC(=O)C1=C(C)Nc2ncnn2C1c1ccc(O)cc1 (centres undefined)	-6	13	-12	3	12	-9	-3	-5	4	-1	3
CCOc1ccc2nc(COC(=O)c3cccs3)c(C(C)=O)[n+]([O-])c2c1	-1	10	-22	5	-16	14	3	-6	3	-2	15
CCCOc1ccc(-c2nc(=S)[nH][nH]2)cc1	-14	-22	-59	-80	30	-56	-5	-19	-11	-5	-56

Printed as active in EBV LMP1 NFkB, among the entries above:
Structure | Vif inh | NR2F2 inh | SRC2 inh | NR5A2 inv ag | SRC1 inh | EBV LMP1 NFkB | TLR9-MyD88 block | NOD2-RIPK2 inh | NCOA3 inh
COc1cc(C(=O)Oc2ccccc2/C=N/NC(=O)c2ccc(C)c(Cl)c2)cc(OC)c1OC | 4 | -7 | -4 | 4 | 17 | 57* | -2 | -6 | 17

Compound profiles, as listed above.
Entry for COc1cccc(OC)c1OCCN1CCN(C(c2ccccc2)c2ccccc2)CC1 = Vif inh = -8; NR2F2 inh = 6; SRC2 inh = -2; NR5A2 inv ag = 8; C8 TRAIL sens = 16; SRC1 inh = 6; EBV LMP1 NFkB = -8; TROY signal inh = 10; TLR9-MyD88 block = 5; NOD2-RIPK2 inh = 10; NCOA3 inh = -13
Entry for O=C(NCCC1CCCCN1S(=O)(=O)c1ccccc1)C(=O)Nc1ccccc1F (centres undefined) = Vif inh = 2; NR2F2 inh = -7; SRC2 inh = 0; NR5A2 inv ag = -6; C8 TRAIL sens = -5; SRC1 inh = -65; EBV LMP1 NFkB = 4; TROY signal inh = -28; TLR9-MyD88 block = -1; NOD2-RIPK2 inh = 4; NCOA3 inh = -23

(continued)
SMILES	Vif inh	NR2F2 inh	SRC2 inh	NR5A2 inv ag	C8 TRAIL sens	SRC1 inh	EBV LMP1 NFkB	TROY signal inh	TLR9-MyD88 block	NOD2-RIPK2 inh	NCOA3 inh
CCC(C)[C@H](NC(=O)[C@@H]1CSC2c3ccccc3C(=O)N21)C(=O)NC1CCCC1 (some centres undefined)	7	-12	-6	-14	9	13	1	14	-1	6	4
O=C(O)C(C(=O)Oc1ccccc1)C(C(=O)O)C(=O)Oc1ccccc1 (centres undefined)	-1	6	10	7	17	-4	-3	2	-3	-5	3
CC(=NNC(=S)N1CCCCCC1)c1cccc2cccnc12	10	-7	-28	-6	7	-28	52*	-12	7	-9	-21
Cn1c(=S)[nH]c2sc3c(c2c1=O)CCC(C(C)(C)C)C3 (centres undefined)	0	3	-68	1	53*	-18	-5	-7	5	0	-53
COc1ccc(C(c2c(C)n(C)n(-c3ccccc3)c2=O)c2c(C)n(C)n(-c3ccccc3)c2=O)cc1OC	9	4	11	4	6	11	1	2	1	-10	10
COc1ccc(CCNC(=O)CSCc2ccc(F)cc2)cc1OC	1	-14	4	12	-2	5	-11	-23	-7	-2	16
CC(C)c1onc(C(=O)N2C(C)CCCC2C)c1[N+](=O)[O-] (centres undefined)	-1	-14	1	-2	7	5	1	-1	6	7	-6
CC(=NCCc1ccccc1)C1=C(O)CSC1=O	-2	-12	3	-30	6	-1	-16	-18	-7	-3	-6
COCc1nc2ccccc2n1Cc1ccccc1Br	-6	-2	-9	-17	-2	-9	-10	0	7	-2	13
COC(=O)c1ccccc1NC(=O)Nc1ccc(Cl)cn1	13	-16	-10	-6	1	-1	-14	-3	0	-18	9
CSCC(=O)N1CCCC(C(=O)c2cc(F)ccc2F)C1 (centres undefined)	-2	-4	-3	-15	-5	-3	4	17	-13	-18	14
C(=N\Nc1nn2cnnc2c2ccccc12)/c1ccco1	0	1	-18	-5	-1	-11	0	3	1	-8	5
O=C(c1ccccc1)N(Cc1cccs1)C1CCS(=O)(=O)C1 (centres undefined)	28	-9	5	-10	-4	0	0	-28	-12	-2	10
O=C1c2cccc3cccc(c23)C(=O)N1OS(=O)(=O)c1ccccc1	1	-6	-23	8	12	-20	-6	-33	8	3	-46
Cc1cc(NC(=O)CCCC(=O)O)nc(C)n1	5	-4	3	22	2	-19	-5	39	11	-15	7
COc1ccccc1NC(=O)NC(N)=O	7	7	-2	-10	-14	2	1	15	-4	3	13
CC(C)C[C@H](NC(=O)c1nc[nH]c1C(=O)NCCCCCNC(=O)OC(C)(C)C)C(=O)OC(C)(C)C	-5	-1	-20	1	26	11	-5	3	-8	-3	9
CN(CC1CCOCC1)C(=O)CC1C(=O)NCCN1Cc1cccc(C(F)(F)F)c1 (centres undefined)	-2	-9	-4	4	-6	13	1	-10	-13	3	14
Cc1cccc2nc(CSc3nnnn3-c3ccccc3)cn12	2	-4	-17	13	2	-1	-8	-8	-4	-10	3
COc1ccc(CNC(=S)Nc2ccc3nc(N4CCOCC4)cc(C)c3c2)cc1	1	-2	5	-22	-22	-15	-7	-72	-9	-7	-20
CCOC(=O)c1sc2cccc(F)c2c1N	-6	-10	-12	-26	-10	-13	1	-19	2	4	15
CN(C)c1ccc(-c2ccnc3c2CC(C)(C(=O)NCc2cccs2)O3)cc1 (centres undefined)	nt	1	-16	-4	7	0	nt	12	nt	13	14

Four entries from above, with each value named.
Compound: CCOc1ccc2nc(COC(=O)c3cccs3)c(C(C)=O)[n+]([O-])c2c1
  Vif inh: -1 | NR2F2 inh: 10 | SRC2 inh: -22 | NR5A2 inv ag: 5 | C8 TRAIL sens: -16 | SRC1 inh: 14 | EBV LMP1 NFkB: 3 | TROY signal inh: -6 | TLR9-MyD88 block: 3 | NOD2-RIPK2 inh: -2 | NCOA3 inh: 15

Compound: CCCOc1ccc(-c2nc(=S)[nH][nH]2)cc1
  Vif inh: -14 | NR2F2 inh: -22 | SRC2 inh: -59 | NR5A2 inv ag: -80 | C8 TRAIL sens: 30 | SRC1 inh: -56 | EBV LMP1 NFkB: -5 | TROY signal inh: -19 | TLR9-MyD88 block: -11 | NOD2-RIPK2 inh: -5 | NCOA3 inh: -56

Compound: CCC(C)[C@H](NC(=O)[C@@H]1CSC2c3ccccc3C(=O)N21)C(=O)NC1CCCC1 (some centres undefined)
  Vif inh: 7 | NR2F2 inh: -12 | SRC2 inh: -6 | NR5A2 inv ag: -14 | C8 TRAIL sens: 9 | SRC1 inh: 13 | EBV LMP1 NFkB: 1 | TROY signal inh: 14 | TLR9-MyD88 block: -1 | NOD2-RIPK2 inh: 6 | NCOA3 inh: 4

Compound: O=C(O)C(C(=O)Oc1ccccc1)C(C(=O)O)C(=O)Oc1ccccc1 (centres undefined)
  Vif inh: -1 | NR2F2 inh: 6 | SRC2 inh: 10 | NR5A2 inv ag: 7 | C8 TRAIL sens: 17 | SRC1 inh: -4 | EBV LMP1 NFkB: -3 | TROY signal inh: 2 | TLR9-MyD88 block: -3 | NOD2-RIPK2 inh: -5 | NCOA3 inh: 3
